# Screening results: PubChem, Johns Hopkins Ion Channel Center
# MrgX1 agonist = agonists of human MrgX1 receptor, primary screen, HEK293 cells, Fluo-4 calcium flux; Fluo-4 calcium fluorescence, agonist mode; active compounds read high; Mas-related G-protein coupled receptor member X1 (Homo sapiens), Q96LB2; hit rate 0.44% among 310,000; B-score at 10 µM;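 active = calcium response B-score plate-corrected fluorescence ratio at least 3 library SD, with starting fluorescence B-score inside 5 SD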
#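 Test system: Stable human MrgX1 HEK293 cell line | Schedule: Overnight plating before 1 h dye loading | Read-out basis: Baseline-normalised fluorescence change ratio, B-scored | Detection: Kinetic calcium dye fluorescence, Fluo-4 NW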
# TMEM16A inh = TMEM16A chloride channel inhibitors, primary screen, cell-based, HTS | AID 588511, 2011 | hit rate 1.2% among 310,000 | HEK293 TMEM16A/YFP iodide influx fluorescence, ionomycin | normalized B-score (activity score, 25-100; higher = stronger inhibition) at 10 µM;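 active = ratio plate-corrected score three or more library SD toward inhibition, starting fluorescence score within five deviations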;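 note: score derived from kinetic fluorescence span divided by baseline fluorescence per well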
# TRPC4 potent = positive allosteric modulators of TRPC4, primary screen, cell-based, mouse TRPC4beta, HEK293 mu-opioid, Fluo-4 calcium; Short transient receptor potential channel 4 (Mus musculus), Q9QUQ5; DAMGO EC20, Fluo-4 Ca2+ flux; active compounds read high; B-score at 10 µM; hit rate 0.42% among 310,000;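 active = B-score of calcium response area above 5 SD of library B-scores, with initial fluorescence ratio within 5 SD of library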;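 note: B-score of integrated fluorescence ratio over time as area under calcium response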
# MrgX1 antag = antagonists of human MrgX1 receptor, primary screen, HEK293 cells, Fluo-4 calcium flux; BAM8-22 antagonism; active compounds read low; Mas-related G-protein coupled receptor member X1 (Homo sapiens), Q96LB2; AID 588676, 2011; B-score at 10 µM; hit rate 1.3% among 310,000;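 active = calcium-response B-score plate-corrected more than 3 library SD below zero, starting fluorescence within 5 deviations, no agonist response on first addition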;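 note: peak minus trough fluorescence over baseline after final BAM8-22 challenge near maximal dose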
# TRPC4 agonist = activators of mouse TRPC4 channel, primary screen, Fluo4 calcium, HEK293 TRPC4beta/mu-opioid cells. Short transient receptor potential channel 4 (Mus musculus), Q9QUQ5. Fluo4 calcium fluorescence; active compounds read high. hit rate 0.49% among 310,000. AID 2237, 2010. B-score at 10 µM;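 active = B-score above 5 SD of library B-scores, and initial fluorescence ratio not above library mean plus 5 SD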;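 note: positive B-score marks a calcium rise read as TRPC4 activation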
#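 System: HEK293 cells stably co-expressing mouse TRPC4beta and mu-opioid receptor; Schedule: Fluo4 dye loading 45 min at room temperature, 110 s recording; Detection: Fluo4 fluorescence, kinetic; Evaluation: B-scored integrated calcium fluorescence ratio; Controls: buffer (low) and maximal DAMGO (high).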
# TRPC6 act = mouse TRPC6 channel activators, primary screen, cell-based, HEK293, membrane potential dye | hit rate 0.13% among 310,000 | Short transient receptor potential channel 6 (Mus musculus), Q61143 | AID 2550, 2010 | HEK293-TRPC6 membrane potential dye fluorescence; active compounds read high | B-score at 10 µM;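 active = B-score of the integrated fluorescence ratio above library mean plus 3 SD, and starting fluorescence ratio within library mean plus 5 SD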;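 note: higher score means more depolarization so channel activation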
# Target sequence (Q61143 whole entry, looked up): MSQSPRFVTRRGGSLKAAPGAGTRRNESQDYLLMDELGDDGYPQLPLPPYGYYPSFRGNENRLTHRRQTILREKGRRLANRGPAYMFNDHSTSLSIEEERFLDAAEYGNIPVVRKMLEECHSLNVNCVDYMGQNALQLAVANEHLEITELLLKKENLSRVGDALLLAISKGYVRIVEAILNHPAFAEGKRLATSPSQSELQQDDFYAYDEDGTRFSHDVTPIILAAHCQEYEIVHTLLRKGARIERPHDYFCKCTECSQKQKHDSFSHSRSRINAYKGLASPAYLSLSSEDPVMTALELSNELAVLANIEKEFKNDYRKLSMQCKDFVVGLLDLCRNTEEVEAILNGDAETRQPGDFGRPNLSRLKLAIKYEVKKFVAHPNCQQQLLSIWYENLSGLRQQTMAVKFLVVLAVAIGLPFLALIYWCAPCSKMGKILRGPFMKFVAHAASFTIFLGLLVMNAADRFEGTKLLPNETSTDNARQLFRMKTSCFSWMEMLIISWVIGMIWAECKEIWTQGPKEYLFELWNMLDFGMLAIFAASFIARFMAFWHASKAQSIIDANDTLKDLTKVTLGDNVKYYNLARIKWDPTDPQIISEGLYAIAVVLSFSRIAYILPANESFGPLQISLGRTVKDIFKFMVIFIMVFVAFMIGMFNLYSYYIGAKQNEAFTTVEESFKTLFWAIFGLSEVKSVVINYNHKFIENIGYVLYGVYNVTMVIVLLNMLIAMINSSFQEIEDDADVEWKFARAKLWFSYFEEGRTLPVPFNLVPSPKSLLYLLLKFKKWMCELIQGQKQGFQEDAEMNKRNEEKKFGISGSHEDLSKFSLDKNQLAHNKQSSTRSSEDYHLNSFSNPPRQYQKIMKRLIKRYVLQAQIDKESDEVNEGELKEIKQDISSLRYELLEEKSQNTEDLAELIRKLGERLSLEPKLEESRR
# RGS4 block = RGS4 inhibitors, primary screen, cell-based, HEK293 M3R inducible RGS4, calcium flux; Regulator of G-protein signaling 4 (Homo sapiens), P49798; Fluo-4 calcium flux; active compounds read high; triggered by carbachol at its EC20; B-score at 10 µM; hit rate 0.45% among 310,000; AID 463165, 2010;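 active = B-score, a plate-corrected calcium signal, over three deviations above library mean, with baseline fluorescence within five deviations of library mean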;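 note: RGS4 expression induced by doxycycline in cells with stable M3 receptor; B-score is computed from the integrated fluorescence ratio over baseline after carbachol; higher B-score means a larger calcium signal and so more RGS4 inhibition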
# Target sequence (P49798 whole entry, looked up): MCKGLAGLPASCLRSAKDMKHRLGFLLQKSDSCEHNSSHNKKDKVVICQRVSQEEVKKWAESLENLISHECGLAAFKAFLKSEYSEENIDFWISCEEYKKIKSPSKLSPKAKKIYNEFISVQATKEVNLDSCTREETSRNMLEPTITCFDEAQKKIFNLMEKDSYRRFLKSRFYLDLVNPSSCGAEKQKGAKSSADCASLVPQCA
# TMEM16A act = TMEM16A chloride channel activators or potentiators, primary screen, cell-based, HTS; AID 623877, 2012; B-score at 10 µM; hit rate 0.3% among 340,000; HEK293 TMEM16A/YFP-H148Q/I152L, iodide quench fluorescence; active compounds read low;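 active = fluorescence-ratio B-score plate-corrected deviation score at least 3 library SD below zero, with starting fluorescence score within 5 deviations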;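 note: channel opened by trigger with iodide after compound preincubation; score built on the fluorescence ratio of max minus min over baseline; more negative score means more quench and so TMEM16A activation or potentiation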
# MrgX1 PAM = positive allosteric modulators of MrgX1, primary screen, HEK293 cells, Fluo-4 calcium flux; hit rate 0.63% among 310,000; FDSS; active compounds read high; AID 588675, 2011; B-score at 10 µM; Mas-related G-protein coupled receptor member X1 (Homo sapiens), Q96LB2;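 active = plate-corrected calcium response at least 3 library SD above typical, normal starting fluorescence, not activating the receptor alone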;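 note: compound read alongside a low EC10 to EC30 dose of BAM8-22 agonist; peak minus trough fluorescence over baseline measured at the second addition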
# TRPC6 inh = mouse TRPC6 channel inhibitors, primary screen, cell-based, HEK293, membrane potential dye; AID 2553, 2010; B-score at 10 µM; Short transient receptor potential channel 6 (Mus musculus), Q61143; hit rate 1.1% among 310,000; ACh-evoked depolarization; active compounds read low;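 active = B-score under library mean minus 3 SD, initial fluorescence not abnormally high, positive integrated signal ratio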;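 note: B-score derived from integrated fluorescence ratio over the kinetic read; more negative B-score means stronger inhibition of depolarization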
# TRPC4 block = inhibitors of mouse TRPC4 channel, primary screen, Fluo4 calcium, HEK293 TRPC4beta/mu-opioid cells. Short transient receptor potential channel 4 (Mus musculus), Q9QUQ5. DAMGO-evoked Fluo4 calcium flux; active compounds read low. B-score at 10 µM. hit rate 0.39% among 300,000. AID 2247, 2010;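 active = B-score over 3 SD under the library average, no early fluorescence shift, positive overall ratio signal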
#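 Material: HEK293 cells with stable TRPC4beta plus mu-opioid receptor expression; probe or stimulus: DAMGO in two steps, submaximal then maximal; technique: Fluo4 calcium fluorescence by kinetic imaging, 5 s 1 Hz baseline; measure: integrated fluorescence ratio relative to baseline, converted to per-well B score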
# Numbers without * were called inactive; i = inactive; nt = not tested or not shown. This is a random part of the collection; 5.8% or so of the library scored in one or more.
structure,MrgX1 agonist,TMEM16A inh,TRPC4 potent,MrgX1 antag,TRPC4 agonist,TRPC6 act,RGS4 block,TMEM16A act,MrgX1 PAM,TRPC6 inh,TRPC4 block
Fc1ccccc1Cc1noc(CN2CCN(C/C=C/c3ccccc3)CC2)n1,i,i,i,i,i,i,i,i,i,i,i
Cc1cc(C(=O)c2ccccc2)c(NC(=O)CCl)s1,i,i,i,i,i,i,i,i,i,i,i
Cc1[nH]c(=O)c(C#N)c2c1CCCC2,i,i,i,i,i,i,i,i,i,i,i
COc1cccc(NC(=O)CSc2nnc(CNC(=O)c3ccco3)n2C)c1,i,i,i,i,i,i,i,i,i,i,i
Cc1cc(Cl)ccc1OCC(=O)NNC(=O)c1cnccn1,i,i,i,i,i,i,i,i,i,i,i
CN(C)CCN(CC1CCCN(Cc2ccccc2F)C1)C(=O)c1ccc(F)cc1 (configuration not stated),i,i,i,i,i,i,i,i,i,i,i
Cc1cc(NS(=O)(=O)c2ccc(Br)s2)no1,i,i,i,i,i,i,i,i,i,i,i
COc1ccc(Br)cc1S(=O)(=O)n1nc(C)cc1C,i,i,i,i,i,i,i,i,i,i,i
COc1cc(-c2nc(-c3ccccn3)no2)cc(OC)c1OC,i,i,i,i,i,i,i,i,i,i,i
CC(C)NC(=S)NC(=O)c1ccc(-c2ccccc2)cc1,i,i,i,i,i,i,i,i,i,i,i
COc1ccc(/C=N/NC(=O)c2nnn(-c3nonc3N)c2-c2cccs2)cc1OC,i,i,i,i,i,i,i,i,i,i,i
CCOC(=O)CNc1nc(C(C)(C)C)nc2c1nnn2Cc1ccccc1,i,i,i,i,i,i,i,i,i,i,i
O=C(NNC(=O)c1cccs1)c1ccc(Cl)cc1,i,i,i,i,i,i,i,i,i,i,i
Cn1c(N)c(C(=O)NCc2ccccc2)sc1=S,i,i,i,i,i,i,i,i,i,i,i
CCc1nc(NCCCCCO)c2nnn(Cc3ccccc3F)c2n1,i,i,i,i,i,i,i,i,i,i,i
O=C(c1cc(-c2cccs2)nc2ccccc12)N1CCN(S(=O)(=O)c2ccccc2)CC1,i,i,i,i,i,i,i,i,i,i,i
COc1ncnc2c1N=C1CC(C)(C)CC(N)=C1S2,i,i,i,i,i,i,i,i,i,i,i
O=C(CSc1cccc2cccc(Cl)c12)OCC(=O)N1CCN(C(=O)c2ccco2)CC1,i,i,i,i,i,i,i,i,i,i,i
CC(C)(C)NC(NC(=O)Cc1ccccc1)C(Cl)(Cl)Cl (configuration not stated),i,i,i,i,i,i,i,i,i,i,i
C=CCN1c2ccccc2[C@]23C[C@@H](C(=O)OC)N(C(=O)CC(C)C)C2=NC(C(=O)OC)=C(C(=O)OC)[C@H]13,i,i,i,i,i,i,i,i,i,i,i
Cc1nnc(SCC(=O)Nc2nc(C(C)(C)C)cs2)s1,i,i,i,i,i,i,i,i,i,i,i
O=c1c2ccccc2nc(-c2ccc(Cl)cc2Cl)n1O,i,i,i,i,i,i,i,i,i,i,i
O=C(NCCCn1ccnc1)c1cc(C2CC2)on1,i,i,i,i,i,i,i,i,i,i,i
Fc1ccc(N2CCN(c3cnc4ccccc4n3)CC2)cc1,i,i,i,i,i,i,i,i,i,i,i
CCCCC(=O)Nc1ccc(C(=O)NN2C(=O)c3ccccc3C2=O)cc1,i,i,i,i,i,i,i,i,i,i,nt
COc1ccccc1C(=O)NNC(=O)C1CCCO1 (configuration not stated),i,i,i,i,i,i,i,i,i,i,i
COc1ccc(NC(=O)CN(C)CC(=O)Nc2ccc(Cl)cc2[N+](=O)[O-])cc1,i,i,i,i,i,i,i,i,i,i,i
COc1cc(OC)c(/C=N/NC(=O)COc2cccc3cccnc23)c(OC)c1,i,i,i,i,i,i,i,i,i,i,i
COC(=O)C1=C(C)Nc2nnnn2C1c1cccs1 (configuration not stated),i,i,i,i,i,i,i,i,i,i,i
Nn1c(SCC(=O)Nc2ccc(OC(F)F)cc2)nnc1-c1ccco1,i,i,i,i,i,i,i,i,i,i,i
COc1cc(/C=C/C(=O)O)cc(S(=O)(=O)Nc2ccc3[nH]c(=O)[nH]c3c2)c1OC,i,i,i,i,i,i,i,i,i,i,i
CC(C)CC(COCc1cccc(Cl)c1)N1CCN(C(=O)c2cccc(C(F)(F)F)c2)CCC1=O (configuration not stated),i,i,i,i,i,i,i,i,i,i,i
CCOC(=O)Cn1c(=O)c2c(nc(Br)n2CC(=O)OCC)n(C)c1=O,i,i,i,i,i,i,i,i,i,i,i
Cc1nc(NC(=O)CN(C)S(=O)(=O)c2ccc(Br)cc2)sc1C,i,i,i,i,i,i,i,i,i,i,i
COc1ccc(NC(=O)CSc2nc(NS(=O)(=O)c3ccc(C)cc3)cc(=O)[nH]2)cc1,i,i,i,i,i,i,i,i,i,i,i
CC(C)(C)N1CC(c2nc3ccccc3n2Cc2ccc(Cl)cc2)CC1=O (configuration not stated),i,i,i,i,i,i,i,i,i,i,i
Cc1nc2c(cc1C(=O)N/N=C/c1ccc(O)c(O)c1)c(=O)n(C)c(=O)n2C,i,i,i,i,i,i,i,i,i,i,i
COC(=O)c1sccc1NC(=O)CSCCc1ccccn1,i,i,i,i,i,i,i,i,i,i,i
CC(C)c1ccc(S(=O)(=O)NC2CCCC2)cc1,i,i,i,i,i,i,i,i,i,i,i
CCOc1ncccc1C(=O)OCc1cc(=O)oc2c(C)c(C)ccc12,nt,nt,i,nt,i,i,i,i,nt,i,i
CCN1CCN(C(=O)C2CCC(CNS(=O)(=O)c3ccccc3)CC2)CC1 (configuration not stated),i,i,i,i,i,i,i,i,i,i,i
CC(=O)N(C)c1ccc(NC(=O)Cc2cccs2)cc1,i,i,i,i,i,i,i,i,i,i,i
O=c1cc(-c2ccc(O)cc2)oc2c([C@@H]3O[C@H](CO)[C@@H](O)[C@H](O)[C@H]3O)c(O)c([C@@H]3O[C@H](CO)[C@@H](O)[C@H](O)[C@H]3O)c(O)c12,i,i,i,i,i,i,i,i,i,i,i
Cc1ccc(S(=O)(=O)N2CCSC2)cc1C,i,i,i,i,i,i,i,i,i,i,i
Clc1cccc(OCCN2CCCC2)c1,i,i,i,i,i,i,i,i,i,i,i
CCOC(=O)Cn1cc(/C=C(\C#N)C(=O)N2CCOCC2)c2ccccc21,i,i,i,i,i,i,i,i,i,i,i
O=C(NCc1n[nH]c(=S)n1-c1cccc(C(F)(F)F)c1)c1ccco1,i,i,i,i,i,i,i,i,i,i,i
CC(C#N)Sc1nnc(Nc2ccccc2)s1 (configuration not stated),i,i,i,i,i,i,i,i,i,i,i
Cc1ccc(N(C(=O)Cn2nnc3ccccc32)C(C(=O)NCc2ccco2)c2ccc(C)o2)cc1 (configuration not stated),nt,nt,i,nt,i,i,i,i,nt,i,i
O=Cc1ccc2noc(-c3ccc(F)cc3)c2c1,i,i,i,i,i,i,i,i,i,i,i
CC(=O)N[C@@H](C)c1nc2ccccc2n1CCCN1CCN(c2nc(-c3ccc(C)cc3)cs2)CC1,i,i,i,i,i,i,i,i,i,i,i
COC(=O)c1cc2ccccc2c(-c2c(O)ccc3ccccc23)c1O,i,i,i,i,i,i,i,i,i,i,i
CCOc1ccc(OCCC(=O)OCC(=O)Nc2ccc(N3CCOCC3)cc2)cc1,i,i,i,i,i,i,i,i,i,i,i
O=C(Nc1cccc([N+](=O)[O-])c1)c1cc2ccccc2cc1O,i,100*,i,-4.8*,i,i,i,i,i,i,i
Cc1noc(C(=O)N2CCN(Cc3ccc4c(c3)OCO4)CC2)c1Cl,i,i,i,i,i,i,i,i,i,i,i
C/C(N)=C(/C#N)C(=O)CSc1nnc(Cc2ccccc2F)n1N,i,i,i,i,i,i,i,i,i,i,i

# (further entries)
structure,MrgX1 agonist,TMEM16A inh,TRPC4 potent,MrgX1 antag,TRPC4 agonist,TRPC6 act,RGS4 block,TMEM16A act,MrgX1 PAM,TRPC6 inh,TRPC4 block
COc1ccc(CN(C)C(=O)CCN(c2ccccc2)S(=O)(=O)c2ccc(C)cc2)c(OC)c1,i,25*,i,i,i,i,i,i,i,i,i
Cc1ccc(CC(=O)NCCS(=O)c2ccc(Cl)cc2)cc1 (configuration not stated),i,i,i,i,i,i,i,i,i,i,i
Cc1cc(C(=O)CN2C(=O)NC(CC(C)C)C2=O)c(C)n1-c1ccccc1F (configuration not stated),i,i,i,i,i,i,i,i,i,i,i
CCC(C)N(C(=O)COC(=O)Cc1n[nH]c(=O)c2ccccc12)C1CCS(=O)(=O)C1 (configuration not stated),i,i,i,i,i,i,i,i,i,i,i
COc1ccc(S(=O)(=O)NCCc2ccc(F)cc2)cc1,i,i,i,i,i,i,i,i,i,i,i
Cc1ccc(-c2csc(NC(=O)CCNC(=O)c3ccc(Cl)cc3)n2)cc1,i,i,i,i,i,i,i,i,i,i,i
O=C(OCc1cc([N+](=O)[O-])cc2c1OCOC2)c1ccccn1,i,i,i,i,i,i,i,i,i,i,i
CC(SC1=NCCN1S(=O)(=O)c1ccc(F)cc1)c1ccccc1 (configuration not stated),i,i,i,i,i,i,i,i,i,i,i
c1ccc(Cn2c(CSc3nnnn3-c3ccccc3)nc3ccccc32)cc1,i,i,i,i,i,i,i,i,i,i,i
CC(=O)Nc1ccc(S(=O)(=O)NCC2CCC(C(=O)NC(C)c3ccccc3)CC2)cc1 (configuration not stated),i,i,i,-6*,i,i,i,i,i,i,i
